Screening results deposited in PubChem BioAssay by Sanford-Burnham Center for Chemical Genomics.
Apaf1 inhib: human Apaf-1 inhibition; O14727; reconstituted apoptosome caspase-3 activity, DEVD-Rh110 fluorescence; inhibition, % at 20 µM; 330,000 compounds, 0.71% hits; AID 489030; active = inhibition of at least 40% at 20 µM;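 note: plate controls were DMSO wells for no effect and DEVD-CHO caspase inhibitor wells for full effect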
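System: reconstituted apoptosome with Apaf-1, cytochrome c, caspase-9, procaspase-3, dATP; Signal: Rh110 fluorescence intensity; Schedule: 30 min compound preincubation, 50 min activation, room temperature; Reagent: cytochrome c trigger plus (Z-DEVD)2-Rh110 caspase-3 substrate.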
SENP8 block-1: SENP8 protease inhibition; purified SENP8, Z-RLRGG-aminoluciferin cleavage, luminescence; Q96LD8; inhibition, % at 10 µM; 330,000 compounds, 1.2% hits; AID 2540; in the data active = inhibition above about 50%
Target sequence (Q96LD8 whole entry, looked up): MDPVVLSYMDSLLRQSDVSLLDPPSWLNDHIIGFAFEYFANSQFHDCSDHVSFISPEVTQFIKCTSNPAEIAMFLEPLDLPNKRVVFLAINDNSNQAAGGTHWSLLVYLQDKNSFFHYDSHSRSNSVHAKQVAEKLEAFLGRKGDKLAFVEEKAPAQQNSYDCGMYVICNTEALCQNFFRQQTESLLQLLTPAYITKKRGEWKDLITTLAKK
SENP8 block-2: inhibitors of human SENP8 protease; recombinant SENP8, Nedd8 substrate fluorescence; inhibition, % at 20 µM; 360,000 compounds, 0.64% hits; AID 602440; in the data active = inhibition mostly above about 40%, no sharp cut-off; inactive = mostly below about 27%
A3G deaminase: APOBEC3G (human) deaminase inhibition; recombinant A3G, ssDNA deamination FAM/TAMRA fluorescence; AID 493012; inhibition, % at 20 µM; Q9HC16; 330,000 compounds, 0.28% hits;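 active = inhibition of at least 40% at 20 µM, with no more than 30% in the related APOBEC3A deaminase screen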;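 note: plate controls were DMSO wells with A3G for no effect and wells lacking A3G enzyme for full effect; some compounds called inactive have numbers as strong as hits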
SENP1 FRET inh: inhibitors of human SENP1 SUMO protease catalytic domain; inhibition, % at 10 µM; AID 624204; 360,000 compounds, 0.21% hits; Q9P0U3; recombinant SENP1 catalytic domain, CyPet-SUMO1-YPet FRET cleavage;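 active = inhibition at least 30% at 10 µM, raw YFP signal under a set limit, fluorescence ratio 0.5 to 1.5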;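 note: 0% = enzyme with DMSO and 100% = no enzyme wells; some results filed as inactive read as strong as hits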
Target sequence (Q9P0U3 419-644 limits assumed): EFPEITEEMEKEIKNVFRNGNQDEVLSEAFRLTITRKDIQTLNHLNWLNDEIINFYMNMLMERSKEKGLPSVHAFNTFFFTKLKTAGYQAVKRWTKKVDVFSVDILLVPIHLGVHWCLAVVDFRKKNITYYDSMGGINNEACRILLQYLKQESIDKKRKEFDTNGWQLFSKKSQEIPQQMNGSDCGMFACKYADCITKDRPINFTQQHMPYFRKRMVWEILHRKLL
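Test system: hSENP1 catalytic domain, recombinant; Amount: 20 pM final SENP1 enzyme; Medium: Tris pH 8 buffer plus EDTA, NaCl, BME, BSA, NP40, catalase; Schedule: 50 min enzyme reaction, room temperature, light-protected; Technique: FRET fluorescence in CFP and YFP emission channels; Controls: no-enzyme wells low, DMSO-plus-enzyme wells high control.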
UBC13 polyUb: inhibitors of human UBC13 polyubiquitin chain formation | TR-FRET | inhibition, % at 20 µM | 330,000 compounds, 0.47% hits | AID 485273; in the data active = inhibition above about 45%, passing the limit was not always enough
Target sequence (P61088 whole entry, looked up): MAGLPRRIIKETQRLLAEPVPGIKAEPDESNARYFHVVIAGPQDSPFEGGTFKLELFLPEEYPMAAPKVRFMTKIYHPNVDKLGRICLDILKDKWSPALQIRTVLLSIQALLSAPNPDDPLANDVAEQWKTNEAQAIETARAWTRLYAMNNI
SENP6 block: SENP6 protease inhibition; Q9GZR1; Recombinant SENP6 catalytic domain, aminoluciferin luminescence; inhibition, % at 10 µM; 330,000 compounds, 1.8% hits; AID 2599;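 active = inhibition above about 50% at the single tested dose, limit read from the data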;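 note: plate controls were DMSO wells with enzyme for no effect and DMSO wells lacking enzyme for full effect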
SENP7 block: SENP7 protease inhibition. recombinant SENP7, Z-RLRGG-aminoluciferin luminescence, 40 min. Q9BQF6. AID 434973. inhibition, % at 5 µM. 330,000 compounds, 1.5% hits;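 active = inhibition above about 50% at the single test dose, limit read from the data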;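 note: plate controls were DMSO with enzyme for no effect and no enzyme buffer wells for full effect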
Target sequence (Q9BQF6 706-1050 limits assumed): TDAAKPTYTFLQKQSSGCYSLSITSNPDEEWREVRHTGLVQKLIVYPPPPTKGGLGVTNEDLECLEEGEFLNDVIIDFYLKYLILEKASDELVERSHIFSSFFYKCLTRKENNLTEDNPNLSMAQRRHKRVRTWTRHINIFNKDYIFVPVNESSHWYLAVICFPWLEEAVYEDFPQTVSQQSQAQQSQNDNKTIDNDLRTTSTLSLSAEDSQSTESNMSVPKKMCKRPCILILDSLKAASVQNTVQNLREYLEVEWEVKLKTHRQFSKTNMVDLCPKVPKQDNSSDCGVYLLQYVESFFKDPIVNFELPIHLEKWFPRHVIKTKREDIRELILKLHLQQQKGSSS
Active calls of the source: *; i = inactive. This is a subset; rates above refer to the full screens.

SMILES	Apaf1 inhib	SENP8 block-1	SENP8 block-2	A3G deaminase	SENP1 FRET inh	UBC13 polyUb	SENP6 block	SENP7 block
CCOP(=O)(OCC)c1cccc(O)c1	3	-1	15	0	1	-5	11	2
CN1CCN(Cc2ccccc2Sc2ccccc2)CC1	0	0	9	-3	2	18	8	0
Cc1nc2ccccc2c(=O)n1-c1ccc(C(=O)O)cc1	-14	1	20	-1	-1	-3	-5	8
CCCCCCCCCCCCCCCC[N+](C)(C)C	85*	1	1	-3	-3	90*	6	0
COc1ccccc1N1CCN(Cc2ccc(Cl)cc2Cl)CC1	-5	-10	12	-5	1	2	-17	11
CC(C)c1oc(=O)cc2c1[C@@H](O)[C@H]1OC(=O)[C@@]3(C)CC[C@@H](O)[C@@]2(C)C13 (some centres undefined)	-2	-1	-2	-6	2	2	6	1
CSc1ccc(C(=O)C2CCCN(Cc3cnc(SC)nc3)C2)cc1 (centres undefined)	4	-12	22	-3	1	-15	-8	-1
CNP(=O)(Oc1ccccc1)OC12CC3CC(CC(C3)C1)C2 (centres undefined)	9	12	7	-4	1	-5	-9	2
COc1ccccc1N1C(=O)NC(=O)C2(Cc3cc(C)ccc3N(C)C2)C1=O (centres undefined)	-2	6	1	-5	-9	2	11	3
C/C(CCc1c[nH]c2ccccc12)=N\O	-10	5	7	1	-1	-10	-1	-4
CCc1ccc(CNCCc2ccccc2F)cc1	10	-2	12	0	1	2	-7	6
c1ccc(C2NCc3ccccc3-n3cccc32)cc1 (centres undefined)	9	1	8	-5	1	1	8	-2
COc1ccc2c(c1)c(C(=O)CN1CCC3(CC1)OCCO3)c(C)n2Cc1ccccc1	13	-12	9	-4	3	10	-4	-7
CCOC(=O)c1cccc(NC(=O)c2c(O)[nH]c(=O)[nH]c2=O)c1	-2	27	7	-13	0	-10	58*	51*
COc1ccc2c3c1OC1[C@H](O)CCC4[C@@H](C2)N(C)CC[C@]314 (some centres undefined)	-7	-3	11	-4	1	7	1	2
N[C@@H](Cc1c[nH]c2ccccc12)c1nnc(SCc2c(F)cccc2Cl)o1	5	2	18	-6	-4	5	2	4
CN1C(=O)C(=Cc2ccc(N3CCCCCC3)o2)C(=O)N(C)C1=S	8	-12	37	-10	97	i	-20	-7
CCOc1ccc(-c2cc(C)[n+](CCc3ccc(OC)c(OC)c3)c(-c3ccc(OCC)cc3)c2)cc1	11	-22	-62	-6	4	24	-16	-4
COc1ccccc1NC1(C#N)CCCCC1	-17	-8	1	-8	0	4	-11	-11
CCCC(=O)c1cc(CP(=O)(OCC)OCC)oc1C	-18	-9	10	8	-4	-5	8	5
Cc1occc1C(=O)N1CCC2(CC1)OCCO2	-11	-7	13	-6	0	5	-6	-3
O=C1OC(c2ccc(Cl)cc2)=N/C1=C\N1CC2CC(C1)c1cccc(=O)n1C2 (centres undefined)	-6	-10	15	-6	6	-18	-3	-1
O=c1[nH]c(=O)n(Cc2ccc(F)cc2)c(O)c1/C=N/Nc1ccccc1	6	-5	-7	7	1	0	-7	-4
O=Cc1cn(Cc2ccc(F)cc2)c2ccccc12	-3	-5	9	6	2	10	-7	1
Cc1ccc2c(c1)C1CN(C)CCC1N2C(=S)Nc1cccnc1 (centres undefined)	-12	-3	2	-11	3	2	-18	-4
Next compounds follow:
SMILES	Apaf1 inhib	SENP8 block-1	SENP8 block-2	A3G deaminase	SENP1 FRET inh	UBC13 polyUb	SENP6 block	SENP7 block
CC(=O)C1C2c3ccccc3OC1(C)N=c1s/c(=C/c3cn(C)nc3C)c(=O)n12 (centres undefined)	0	0	7	-6	1	-4	-3	3
CC[C@H]1CN(C)CCc2c([nH]c3ccccc23)C(=O)C[C@@H]1/C(=C\OC)C(=O)OC	-6	1	17	-12	-18	2	-3	1
C=C(C)[C@@]12OC3(c4ccccc4)O[C@@H]1C1[C@@H]4O[C@]4(CO)[C@@H](O)[C@]4(O)C(=O)C(C)=C[C@H]4[C@@]1(O3)[C@H](C)[C@H]2OC(=O)/C=C/C=C/c1ccccc1 (some centres undefined)	6	-1	19	-3	1	-16	1	-3
CC(CN1CCOCC1)OC(=O)Cc1ccccc1 (centres undefined)	-9	10	17	-6	0	-4	4	-4
CSc1ccc(CN2CCN(C(=O)Cc3ccccc3)CC2)cc1	-17	8	16	-5	2	5	-11	6
O=C(CF)NC(Nc1cccc2cccnc12)C(Cl)(Cl)Cl (centres undefined)	-1	7	28	-5	1	-2	4	6
C=CCn1c(O)c(C(CC)=Nc2cccc(C(F)(F)F)c2)c(=O)[nH]c1=O	-15	1	-12	-3	1	0	8	0
Cc1noc(C)c1C(=O)N1CCC2(CC1)OCCO2	-3	-8	13	-5	1	-6	1	-10
CCOc1ccc2c(c1)c(C(C)=O)c(C)n2Cc1ccco1	-8	-5	-7	-2	2	-7	-5	-3
O=C(C1CCC(=O)N1C1CCCCC1)N1CCC2(CC1)OCCO2 (centres undefined)	-27	-10	16	0	2	2	-9	5
CCOC(=O)c1c(C)n(Cc2ccco2)c2ccc(O)cc12	3	-25	13	3	-1	31	5	-9
COc1ccc(CC2c3cc(OC)c(OC)cc3CCN2C)cc1OC (centres undefined)	10	0	-84	5	-4	10	0	20
COC(=O)C1=Nc2ccccc2/C1=C\c1c(O)n(-c2cc(OC)ccc2OC)c(=O)[nH]c1=O	9	-9	-12	-8	-3	-8	-6	-3
CCn1ccnc1CN1CCCC(C(=O)c2cc(Cl)ccc2OC)C1 (centres undefined)	9	11	9	-3	-2	7	10	4
O=c1[nH]c(=O)n(-c2cccc(F)c2)c(O)c1/C=C1\C=Nc2ccccc21	5	2	25	-14	4	-24	-3	4
CCn1cc(/C=c2/sc3n(c2=O)C2c4ccccc4OC(C)(N=3)C2C(=O)OC)c(C)n1 (centres undefined)	3	5	-3	-4	3	-1	0	-4
COCCNC(=O)Cn1cc(C(=O)c2ccccc2F)c2ccccc21	0	-10	5	-3	0	-1	15	-5
C[C@]12C[C@@H](O)[C@H](O)CC1=CCC1C2CC[C@]2(C)C(=O)CCC12 (some centres undefined)	-7	-6	1	-4	1	15	-2	5
CCC(=NCCc1c[nH]c2ccccc12)c1c(O)n(-c2ccc(C)cc2)c(=O)[nH]c1=O	18	-9	3	-7	-3	12	-14	-9
CC(=NCc1ccc2c(c1)OCO2)c1c(O)[nH]c(=O)[nH]c1=O	2	4	20	-2	-8	1	8	1
COc1c(C)cc(C(=O)C2CCCN(Cc3ccccn3)C2)cc1C (centres undefined)	-4	4	-6	-5	-3	-2	-6	5
CCOC(=O)Cn1cc(C=C2C(=O)N(C)C(=O)N(C)C2=O)c2ccccc21	3	-9	18	-12	3	-11	-3	-7
CCC(C)C12CN3CCN(CC(C)(C3)C1O)C2 (centres undefined)	-9	-7	4	-5	0	14	-16	-3
O=P(N1CCCCC1)(N1CCCCC1)C(Cl)(Cl)Cl	-8	-1	16	-6	2	7	-12	28
C=CCC1C(=O)NC(=S)NC1=O	8	2	-297	14	-1	-12	-3	2
Following part.
SMILES	Apaf1 inhib	SENP8 block-1	SENP8 block-2	A3G deaminase	SENP1 FRET inh	UBC13 polyUb	SENP6 block	SENP7 block
COc1ccc(NC2=NCC(C)S2)cc1 (centres undefined)	4	-9	17	2	1	2	-13	13
FC(F)(F)c1ccc(CNCCc2c[nH]c3ccccc23)cc1	13	7	9	-6	0	7	-12	2
O=C(/C=C/c1ccc(Br)cc1)NC(=S)N1C[C@H]2C[C@H](C1)c1cccc(=O)n1C2	10	-5	-1	-2	1	-14	1	-5
Cc1[nH]c2ccccc2c1C(=O)CN1CC=C(c2ccccc2)CC1	-8	2	-6	-5	-4	17	-10	-3
O=C1NC(=O)N(Cc2ccc(F)cc2)C(=O)/C1=C\C=C\c1ccco1	30	0	6	55	-45	-18	8	5
CC1CCSP(=O)(Oc2ccccc2)O1 (centres undefined)	-26	0	4	-2	2	-2	7	-5
CCCC(CCC)C(=O)OC[N+](C)(C)CCOC(=O)C(O)(c1ccccc1)C1CCCC1 (centres undefined)	-11	-2	21	-2	3	29	0	6
CC(=O)Nc1ccc(OC(=O)N(C)c2ccc(C)cc2)cc1	-3	3	5	-6	0	0	-2	-6
CCCCSC1=NN1c1nc(N)nc(C)c1CC	-14	-8	6	-9	-2	4	-18	-4
c1ccc2c(c1)Sc1ccccc1N2CC1CN2CCC1CC2 (centres undefined)	35	0	-2	-6	3	43	-20	1
O=P(Nc1cccnc1)(Oc1ccccc1)Oc1ccccc1	-3	0	16	-4	0	7	-19	6
COc1nc(C)nc(NC(=O)NS(=O)(=O)c2ccccc2Cl)n1	-7	7	10	-7	1	-5	7	4
CN(Cc1ccccc1)C(=C(Cl)Cl)/C(=C1/NCCN1Cc1ccc(Cl)nc1)[N+](=O)[O-]	-6	6	8	-6	-3	0	5	-6
CC(C)Oc1cccc(NC(=O)c2cccn(Cc3ccc4c(c3)OC(F)(F)O4)c2=O)c1	25	7	-16	-10	2	6	-18	1
CN(C)c1ccc(CCN2CCOCC2)cc1	6	-11	-26	-17	0	1	-3	-10
O=C1NC(=O)C2(Cc3cc([N+](=O)[O-])ccc3N3CCN(C(=O)c4ccccc4)CC32)C(=O)N1 (centres undefined)	0	0	20	-10	1	3	-13	-5
CC1(C(=O)O)CCCC2(C)c3cc(O)ccc3CCC12 (centres undefined)	-12	-7	19	-3	2	-10	-9	15
O=C1C=C2C=C[C@@H]3CC2(O1)[C@H]1CCCCN31	-10	0	2	-8	-1	6	-8	-3
CC1=CC2/C=C(\C)CCC(O)C(O)/C=C/C(=O)C23C(=O)NC(CC(C)C)C3C1C (centres undefined)	1	-11	2	-8	-2	4	-6	10
COc1ccc(S(=O)(=O)NC(CC(=O)N2CCC3(CC2)OCCO3)C(C)C)cc1 (centres undefined)	-25	6	16	-5	1	-3	-6	2
O=C1C2CCN(CC2)C1Cc1ccc(OCc2ccccc2)cc1 (centres undefined)	-5	-11	-3	-5	1	8	-20	2
CCCOc1ccc(C(=O)NC(=S)N2C[C@H]3C[C@H](C2)c2cccc(=O)n2C3)cc1	8	-5	1	19	-1	8	-8	8
CC(C)C/C(=N/O)c1cn(C)c2ccccc12	-5	-3	3	-7	1	-2	-9	-3
O=P(O)(O)Oc1ccccc1P(=O)(c1ccccc1)c1ccccc1	-4	1	4	-6	1	6	0	1
CCC1(CC)C(=O)N(Cc2ccccc2)C(=O)N(Cc2ccccc2)C1=O	17	-7	11	-9	3	-3	-22	-3
O=C(COc1ccccc1)Nc1ccc(Cl)cc1C(=O)c1ccccc1	9	0	14	-1	0	-1	12	4
COC(=O)C1=C(c2ccc(S(C)(=O)=O)cc2)C[C@@H]2CC[C@H]1N2C(=O)NCCO	-1	2	2	-6	1	-1	-8	2
O=C1/C(=C\c2ccncc2)N2CCC1CC2	1	-15	20	-2	3	-2	-3	-9
COc1ccc(OC)c(N2Cc3ccccc3C2=N)c1	0	2	36	-4	1	5	9	-1
